CIT2-GFP yeast: modulators of CIT2-GFP expression in yeast, primary screen, S. cerevisiae, GFP fusion, multiplex flow cytometry, MLPCN library; S. cerevisiae CIT2-GFP strain, 3 h; 100 means same as DMSO wells; 320,000 compounds, 0.065% hits; GFP response vs DMSO, % at 10 µM;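 active = GFP response relative to DMSO above a set limit, near the screen mean plus 3 SD, cut at about 150% in these data; inconclusive = Fewer than 70 cells measured for a yeast strain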;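 note: ratio of well median GFP fluorescence to mean of DMSO wells on the plate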
MEP2 TOR yeast: modulators of MEP2-GFP levels in yeast, primary screen, S. cerevisiae, multiplex flow cytometry, MLPCN library; S. cerevisiae MEP2-GFP strain, 3 h; 100% = DMSO control level; 330,000 compounds, 0.51% hits; GFP response vs DMSO, % at 10 µM;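 active = GFP response versus DMSO above a set limit, roughly screen mean plus 3 SD, cut at about 180% in these data; inconclusive = fewer than 70 cells counted for a yeast strain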;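 note: median GFP fluorescence of the barcode-gated MEP2-GFP cells per well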
LAP4 TOR yeast: modulators of LAP4-GFP expression in yeast, primary screen, S. cerevisiae, multiplex flow cytometry, MLPCN library | 320,000 compounds, 0.34% hits | 3 h; median GFP as percent of DMSO wells | GFP response vs DMSO, % at 10 µM | AID 2023, 2009;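 active = GFP response vs DMSO above a set limit, about the screen mean plus 3 SD, cut at about 150% in these data; inconclusive = under 70 cell events counted for the yeast strain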
GRK2 inh: compounds blocking aptamer binding on GRK2 – biochemical, human GRK2, bead flow cytometry, HTS, primary screen | FAM-aptamer displacement from GRK2 | inhibition of aptamer binding, % at 10 µM | 330,000 compounds, 0.59% hits;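 active = inhibition of aptamer binding above 40%, roughly 3 SD of noise, on plates passing a quality check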;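 note: median bead fluorescence of bound FAM aptamer so fluorescent compounds give negative values; no value below 0 was filed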
AGP1-GFP MLPCN: modulators of AGP1-GFP expression in yeast TOR pathway, primary screen, cell-based, multiplex flow cytometry, S. cerevisiae, MLPCN library. 320,000 compounds, 0.02% hits. GFP response vs DMSO, % at 10 µM. 3 h; GFP as percent of DMSO wells. AID 2066, 2009;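 active = GFP response relative to DMSO above a set limit, near screen average plus 3 SD, cut at about 150% in these data; inconclusive = fewer than 70 cells counted for the yeast strain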;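 note: median GFP channel fluorescence of the gated AGP1 strain per well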
RPL19A-GFP yeast: RPL19A-GFP expression modulators in yeast, primary screen, cell-based, S. cerevisiae, multiplex flow cytometry, MLPCN. S. cerevisiae RPL19A-GFP strain, 3 h; stronger effect = lower value. percent response vs DMSO, % at 10 µM. 330,000 compounds, 0.3% hits. AID 2025, 2009;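 active = percent response vs DMSO below 50%; inconclusive = fewer than 70 events counted for the yeast strain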;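 note: median channel GFP fluorescence of the barcoded RPL19A-GFP strain; ratio of sample median GFP to plate DMSO average so 100% = DMSO; lower means less RPL19A-GFP as with rapamycin TOR inhibition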
Yeast superoxide: reduction of superoxide in aged yeast, primary screen, HTS. 330,000 compounds, 0.18% hits. S. cerevisiae aged cells, superoxide DHE fluorescence; stronger effect = lower value. superoxide response (% of plate mean), % at 10 µM;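 active = superoxide response under a set limit, about three screen SD below normal, cut at about 65% in these data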;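 note: yeast aged for seven days with compound at 30 °C before DHE staining; 100% = average MFI of all compound-treated wells on the plate with controls excluded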
VLA-4 inh: inhibition in human VLA-4 binding assay, primary screen, VLA-4 allosteric modulator project, MLPCN library, flow cytometry, VLA-4 expressing cells; 330,000 compounds, 0.2% hits; Integrin alpha-4 (Homo sapiens), P13612; ligand binding flow cytometry; inhibition, % (about 7 µM as worked out from the volumes in the protocol); in the data active = inhibition above about 50%
Target sequence (P13612 whole entry, looked up): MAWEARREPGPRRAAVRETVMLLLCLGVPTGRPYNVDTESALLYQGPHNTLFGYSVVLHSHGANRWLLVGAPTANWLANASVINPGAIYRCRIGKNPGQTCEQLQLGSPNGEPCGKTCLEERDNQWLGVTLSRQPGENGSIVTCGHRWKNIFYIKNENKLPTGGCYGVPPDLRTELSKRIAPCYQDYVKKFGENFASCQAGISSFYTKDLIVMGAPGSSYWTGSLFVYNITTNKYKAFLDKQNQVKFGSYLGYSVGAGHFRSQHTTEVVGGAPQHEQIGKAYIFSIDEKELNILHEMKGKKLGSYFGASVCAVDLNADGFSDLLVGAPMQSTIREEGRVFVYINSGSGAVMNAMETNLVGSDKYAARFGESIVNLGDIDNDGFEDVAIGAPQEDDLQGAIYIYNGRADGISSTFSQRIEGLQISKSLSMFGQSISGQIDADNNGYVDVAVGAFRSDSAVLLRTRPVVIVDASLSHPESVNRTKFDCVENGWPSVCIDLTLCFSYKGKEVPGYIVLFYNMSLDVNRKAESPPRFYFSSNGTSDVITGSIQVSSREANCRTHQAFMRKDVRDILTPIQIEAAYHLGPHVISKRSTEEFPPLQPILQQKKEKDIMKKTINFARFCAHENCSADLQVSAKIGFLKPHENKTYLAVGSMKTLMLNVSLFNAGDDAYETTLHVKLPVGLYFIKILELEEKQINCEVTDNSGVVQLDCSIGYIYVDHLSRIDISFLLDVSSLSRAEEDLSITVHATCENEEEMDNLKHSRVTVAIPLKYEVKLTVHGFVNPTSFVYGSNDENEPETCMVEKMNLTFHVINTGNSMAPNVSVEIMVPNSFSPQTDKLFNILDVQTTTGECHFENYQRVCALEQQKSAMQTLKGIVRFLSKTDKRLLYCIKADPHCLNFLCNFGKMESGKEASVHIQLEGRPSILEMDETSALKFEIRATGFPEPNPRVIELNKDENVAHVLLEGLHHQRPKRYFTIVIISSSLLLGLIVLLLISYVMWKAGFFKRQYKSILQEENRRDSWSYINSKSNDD
* marks the source's active call; other numbers are inactive results; ? = inconclusive; . = not tested or not shown; [ ] = another dose, or the depositor's remark.

SMILES	CIT2-GFP yeast	MEP2 TOR yeast	LAP4 TOR yeast	GRK2 inh	AGP1-GFP MLPCN	RPL19A-GFP yeast	Yeast superoxide	VLA-4 inh
CCN1C(=O)C(=O)N(Cc2ccc(OC)c(F)c2)C1=O	96.9	99.6	123.1	7.0	108.3	107.1	87.7	4.2
CCc1ccc(-c2nc(CS(=O)CC(=O)NCCc3ccccc3)c(C)o2)cc1 (stereo unspecified)	103.8	106.0	100.2	0.0	103.1	100.2	104.7	6.5
O=C(O)COc1cccc2nsnc12	89.9	96.6	94.1	2.0	94.6	94.4	95.3	7.3
CC(Oc1ccccc1)C(=O)N1CCC2(CC1)CC(=O)c1ccccc1O2 (stereo unspecified)	110.6	97.7	96.2	2.0	104.1	97.0	114.2	-17.9
CCOc1cc(C(=O)N2CCc3cc(OC)c(OC)cc3C2)ccc1OC(F)F	99.0	99.7	101.9	2.0	99.9	98.5	98.2	40.5
CN(C(=O)c1cccc(NC(=O)c2cccs2)c1)c1ccccc1	92.7	101.7	94.4	1.0	92.7	97.6	92.3	-3.4
Brc1cccc(CNCc2ccncc2)c1	123.2	106.5	89.2	0.0	111.7	109.0	95.0	8.5
Cc1cc(NC(=O)CCN2CC(C)OC(C)C2)ccc1Br (stereo unspecified)	108.1	109.9	103.9	0.0	108.0	103.5	104.7	-2.3
CCN(Cc1nc2ccccc2c(=O)[nH]1)C(=O)C1CC(=O)N(c2cccc3ccccc23)C1 (stereo unspecified)	92.0	97.1	88.0	0.0	91.7	89.7	99.8	-4.1
CS(=O)(=O)N1CCC(C(=O)NCc2ccccc2)CC1	101.2	102.3	105.8	2.0	105.9	101.2	103.0	4.8
COc1cc(NC(=O)CCC(=O)c2cccs2)cc(OC)c1	90.6	94.0	93.3	5.0	89.4	98.1	102.7	20.3
COc1ccc(CC(=O)OCCc2cc3cc(OC)c(OC)cc3c(=O)o2)cc1	90.0	87.4	91.8	8.0	98.5	94.9	110.1	1.8
CN1CCN(c2cc(-c3cc(O)c4ncccc4c3)ccn2)CC1	100.2	93.6	84.6	0.0	72.4	96.1	87.5	22.4
CN(Cc1ccc(F)cc1)C(=O)c1cc(COc2ccc(-n3cncn3)cc2)on1	101.4	99.2	78.7	2.0	88.5	107.8	102.1	0.5
COc1ccc(S(=O)(=O)NCc2c(-c3ccccc3)noc2C)c(OC)c1	.	103.7	.	0.0	.	101.0	111.5	-0.2
O=C1CCN(CCCc2ccccc2)CCN1[C@H](CO)c1ccccc1	68.4	95.5	129.2	0.0	77.8	94.8	97.0	22.7
CSc1ccc(CCNC(=O)c2cc(-c3ccccc3)c(N3CCOCC3)s2)cc1	102.8	98.0	107.3	2.0	103.8	97.9	132.4	21.2
Nc1cc(=O)[nH]c(SCC(=O)Nc2ccc(Oc3ccccc3)cc2)n1	107.5	100.6	91.0	0.0	105.1	104.5	97.4	6.8
O=C(O)c1ccc(CNS(=O)(=O)c2ccc(Oc3ccccc3Cl)cc2)cc1	93.8	111.2	97.3	2.0	97.0	99.2	94.0	3.3
CCOC(=O)C1=C(C)N=c2s/c(=C\c3ccc(C(=O)O)cc3)c(=O)n2C1c1ccc(F)cc1 (stereo unspecified)	105.5	104.8	82.8	2.0	96.8	106.7	96.5	-0.1
O=C(NC(=S)NCCc1ccccc1)C1CCCCC1	95.1	89.9	90.5	0.0	90.6	99.5	95.9	8.7
COc1ccc(-c2cc3nc(C)cc(N)n3n2)cc1	92.9	102.7	116.0	0.0	103.9	103.1	93.8	30.4
CCNC(=O)CN(c1ccc(C)cc1)S(=O)(=O)c1ccc(SC)cc1	105.6	106.3	113.0	0.0	112.6	105.5	116.0	3.3
CCC(C)c1ccccc1NC(=S)Nc1cccnc1 (stereo unspecified)	106.5	116.6	108.0	1.0	115.3	98.0	110.9	2.8
CC(=O)OCC(=O)Nc1ccc(Cl)cc1Cl	97.0	101.2	96.0	2.0	94.5	98.0	96.6	2.6
Cc1nc(NC(=O)COC(=O)CCC(=O)c2cccs2)c(Cl)cc1Cl	91.7	93.2	99.7	0.0	98.6	98.3	112.4	18.7
O=C(OCn1nnc2ccccc2c1=O)c1cccc(S(=O)(=O)N2CCOCC2)c1	103.5	107.7	110.3	1.0	109.3	106.5	79.4	34.4
NC(=O)NCC1CC1	103.2	92.5	99.7	0.0	88.0	103.1	95.4	8.4
CCN1CCCC1CNc1ncnc2c1[nH]c1ccc(F)cc12 (stereo unspecified)	108.3	102.3	99.8	0.0	99.9	99.1	101.2	-1.8
COc1ccc(CCNC(=O)c2ccccc2N(C)S(=O)(=O)c2ccccc2)cc1	?	?	?	2.0	?	?	99.2	-0.9
O=C(c1ccc(-n2cccn2)cc1)N1CCc2c([nH]c3ccccc23)C1c1ccccn1 (stereo unspecified)	85.2	102.5	107.6	0.0	98.3	93.9	97.2	-8.6
COc1cc(NC(=O)CSc2nnnn2Cc2ccccc2)cc(OC)c1	97.9	97.8	115.1	2.0	104.2	103.0	90.3	9.0
Cc1ccccc1N1CCN(C(=O)c2ccccc2NC(=O)c2ccccc2C(=O)O)CC1	82.8	96.3	123.4	2.0	98.3	88.5	106.9	7.8
Cc1cc(NC(=O)c2cc([N+](=O)[O-])cc([N+](=O)[O-])c2)no1	?	?	95.7[may fluoresce violet]	4.0	?	86.7[may fluoresce violet]	93.4	29.7
CN(CCNC(=O)c1cc2c(-c3ccccc3F)nn(C)c2s1)C1CCCCC1	102.8	118.8	116.7	0.0	99.9	103.1	93.3	26.8
CN(C1=C(N2CCOCC2)C(=O)c2ccccc2C1=O)c1ccccc1	102.7	110.4	107.2	1.0	99.1	109.1	91.4	-0.3
O=C(CCc1ccccc1)NC(NC(=S)Nc1ccc(Cl)cc1)C(Cl)(Cl)Cl (stereo unspecified)	110.8	101.5	103.6	1.0	111.4	111.8	106.0	-10.8
COc1ccc(C2=NN(C(=O)CSc3nc4ccccc4s3)C(c3ccc(F)cc3)C2)cc1 (stereo unspecified)	81.5	92.8	94.5	0.0	106.7	91.5	114.5	13.8
CC(C)(C)c1ccc(CN2C3=NCCCN3c3ccccc32)cc1	91.1	100.8	95.8	0.0	93.1	92.4	105.5	25.5
COc1ccc2oc(C(=O)N3CCCc4ccccc43)c(C)c2c1	95.1	96.8	110.2	0.0	106.0	97.4	102.8	18.4
O=C(Nc1ccc(N2CCOCC2)cc1)C1CCN(S(=O)(=O)Cc2ccccc2)CC1	92.8	103.8	95.4	0.0	100.9	99.3	99.1	2.0
C=CCN=C1SC(C)C(=O)N1S(=O)(=O)c1ccccc1 (stereo unspecified)	106.6	107.8	99.5	0.0	106.2	106.9	98.2	-9.8
CC1(O)N(Cc2ccccc2)C(=O)OC12CCCCC2 (stereo unspecified)	106.4	101.7	103.4	2.0	103.4	99.1	113.9	-8.1
O=C(NNc1cc(C(F)(F)F)nc2ccccc12)Nc1cccc(Cl)c1	94.9	89.0	110.2	1.0	100.6	93.7	109.1	5.4
C#CCOCCOCCOCCNc1nc(N2CCOCC2)nc(N2CCN(C(=O)[C@H](Cc3cc4ccccc4[nH]3)n3cc([C@@H](N)C(C)CC)nn3)CC2)n1 (stereo partly specified)	111.0	86.4	102.6	0.0	88.0	100.1	101.3	-8.6
CN(C(=O)CN1C(=O)S/C(=C\c2ccccc2F)C1=O)C1CCS(=O)(=O)C1 (stereo unspecified)	88.5	93.8	82.6	0.0	89.1	91.6	93.0	5.4
O=C(OCC(=O)N1CCN(c2ccccc2)CC1)c1ccccn1	93.3	88.8	92.2	0.0	93.8	92.4	89.7	15.2
CC(C)CN1C(=O)C(=O)N(CC(=O)N(C)CC(=O)Nc2ccc(Cl)c(C(F)(F)F)c2)C1=O	102.9	102.1	100.2	0.0	100.2	96.6	79.1	2.7
COc1ccc(S(=O)(=O)N2CCOCC2)cc1C(=O)N(C)Cc1ccco1	102.0	101.2	103.3	0.0	108.5	102.6	86.2	-0.4
O=C(CSCc1nc2scc(-c3cccs3)c2c(=O)[nH]1)Nc1ccccn1	.	86.4	67.8	4.0	89.3	95.7	90.7	-12.9
COc1ccc(S(=O)(=O)N2CCN(C(=O)[C@@H]3CCC(=O)N3C3OC(=O)c4ccccc43)CC2)cc1 (stereo partly specified)	89.8	100.3	99.2	0.0	95.4	94.7	91.4	20.8
CCCCn1c(SCC(=O)/C(C#N)=C(\C)N)nc2ccccc2c1=O	93.8	100.4	98.2	39.0	94.1	101.0	105.6	-1.0
COc1ccc(/C=C/C(=O)O)cc1COc1ccccc1C	90.7	101.1	102.8	1.0	91.5	100.2	99.9	30.3
O=C(/C=C/c1cnc2ccccc2n1)NC1CCCCCC1	100.8	106.2	98.2	0.0	102.4	100.0	80.1	1.2
CN(C)C(=S)NC(=O)C(c1ccccc1)c1ccccc1	97.1	100.1	96.7	0.0	104.5	99.3	97.2	-40.3
N#Cc1ccccc1NC(=O)c1cc(=O)c2ccccc2o1	92.7	96.9	93.6	4.0	99.8	99.4	82.8	-8.2
CCOC(=O)c1cnc(SCc2ccc(C)cc2)nc1N	96.2	105.7	92.0	2.0	90.7	94.2	92.3	0.1
O=C1NCC(COCc2ccco2)O1 (stereo unspecified)	98.8	106.1	99.8	2.0	100.2	99.1	96.2	9.4
COc1ccc(OC)c(NC(=O)c2ccc(S(=O)(=O)N3CCOCC3)cc2)c1	96.4	91.0	96.0	0.0	96.0	95.1	94.5	6.4
Cc1ccc(Nc2nnc(-c3ccncc3)s2)c(Br)c1	85.3	91.5	93.5	0.0	79.1	89.3	102.3	-10.4
Later entries:
SMILES	CIT2-GFP yeast	MEP2 TOR yeast	LAP4 TOR yeast	GRK2 inh	AGP1-GFP MLPCN	RPL19A-GFP yeast	Yeast superoxide	VLA-4 inh
CN(C)CC/C=C1\c2cc(Cl)ccc2Sc2cc(F)c(F)cc21	100.6	102.0	112.1	0.0	113.3	98.8	104.1	16.0
O=P(c1ccccc1)(c1ccccc1)N(c1ccccc1)c1ccccc1	97.5	96.1	89.5	2.0	97.6	100.1	97.0	-15.8
O=C1CC2C(=O)NCCN2C(=NC(=O)c2ccccc2)N1 (stereo unspecified)	113.6	101.9	101.8	3.0	114.3	104.8	91.1	-0.1
CC(NC(=O)C(=O)N/N=C\c1ccc([N+](=O)[O-])cc1)c1ccccc1 (stereo unspecified)	99.3	102.7	104.3	2.0	107.5	103.3	123.9	2.7
CCN1C(=O)C2(C(C(=O)c3cc4ccccc4o3)=C(O)C(=O)N2CCCN(C)C)c2ccccc21 (stereo unspecified)	88.2	95.4	106.1	1.0	98.2	93.4	91.8	16.1

Quoted at random: 4 records from the list.
SMILES	CIT2-GFP yeast	MEP2 TOR yeast	LAP4 TOR yeast	GRK2 inh	AGP1-GFP MLPCN	RPL19A-GFP yeast	Yeast superoxide	VLA-4 inh
O=P(c1ccccc1)(c1ccccc1)N(c1ccccc1)c1ccccc1	97.5	96.1	89.5	2.0	97.6	100.1	97.0	-15.8
O=C1CC2C(=O)NCCN2C(=NC(=O)c2ccccc2)N1 (stereo unspecified)	113.6	101.9	101.8	3.0	114.3	104.8	91.1	-0.1
CC(NC(=O)C(=O)N/N=C\c1ccc([N+](=O)[O-])cc1)c1ccccc1 (stereo unspecified)	99.3	102.7	104.3	2.0	107.5	103.3	123.9	2.7
CN(C)CC/C=C1\c2cc(Cl)ccc2Sc2cc(F)c(F)cc21	100.6	102.0	112.1	0.0	113.3	98.8	104.1	16.0

Screening data as filed in PubChem.
